# EBNA-1 inh – EBNA-1 DNA-binding inhibitors, primary screen, biochemical, fluorescence polarization; inhibition, % at 14.8 µM; 0.34% of 300,000 active; in the data active = inhibition above about 28%
# LYPLA1 inh – LYPLA1 inhibitors, primary screen, counter-screen for PME1 inhibitor project, biochemical, fluorescence polarization, FP-Rh probe ABPP | inhibition, % at 5.9 µM | recombinant LYPLA1 | 0.16% of 320,000 active | Acyl-protein thioesterase 1 (Homo sapiens), O75608 | AID 2174, 2009;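 active = inhibition above the mean of all tested compounds plus 3 SD, set per campaign, cut at about 14% in these data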;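 note: inhibitors block serine hydrolase probe labeling of LYPLA1 so polarization falls; 0% = enzyme with DMSO and 100% = wells lacking LYPLA1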
# Target sequence (O75608 whole entry, looked up): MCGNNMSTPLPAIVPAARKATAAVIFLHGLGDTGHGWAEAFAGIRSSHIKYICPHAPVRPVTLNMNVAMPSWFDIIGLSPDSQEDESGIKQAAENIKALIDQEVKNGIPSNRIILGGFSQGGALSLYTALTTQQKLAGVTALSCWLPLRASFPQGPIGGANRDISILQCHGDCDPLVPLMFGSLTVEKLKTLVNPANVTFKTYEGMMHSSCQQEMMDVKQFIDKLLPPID
# PAFAH1B3 FP inh – PAFAH1B3 enzyme inhibitors, primary screen, biochemical, fluorescence polarization, human | 0.28% of 340,000 active | Platelet-activating factor acetylhydrolase IB subunit alpha1 (Homo sapiens), Q15102 | inhibition, % at 3.39 µM | AID 492972, 2010 | recombinant PAFAH1B3, FP-rhodamine probe;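 active = inhibition above the screen-wide average of all tested compounds plus 3 SD, cut at about 25% in these data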;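 note: 0% = enzyme with DMSO only and 100% = wells lacking PAFAH1B3 protein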
# LYPLA2 inh – LYPLA2 inhibitors, primary screen, counter-screen for PME1 inhibitor project, biochemical, fluorescence polarization, FP-Rh probe ABPP | recombinant LYPLA2 | inhibition, % at 5.9 µM | 0.38% of 320,000 active;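 active = inhibition above the screen-wide mean plus 3 SD, limit set per campaign, cut at about 26% in these data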;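 note: 0% = LYPLA2 with DMSO and 100% = wells lacking LYPLA2 enzyme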
# Target sequence (O95372 whole entry, looked up): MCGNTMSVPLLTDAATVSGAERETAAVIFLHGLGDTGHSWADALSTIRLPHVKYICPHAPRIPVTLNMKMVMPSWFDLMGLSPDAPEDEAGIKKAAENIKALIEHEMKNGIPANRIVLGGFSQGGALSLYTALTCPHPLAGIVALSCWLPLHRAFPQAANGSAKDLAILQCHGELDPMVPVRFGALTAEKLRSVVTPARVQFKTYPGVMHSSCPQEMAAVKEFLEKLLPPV
# PAFAH2 inh – PAFAH2 enzyme inhibitors, primary screen, biochemical, fluorescence polarization, human; 0.99% of 340,000 active; recombinant PAFAH2, FP-rhodamine activity probe; inhibition, % at 3.39 µM; Platelet-activating factor acetylhydrolase 2, cytoplasmic (Homo sapiens), Q99487; AID 492956, 2010;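 active = inhibition above the mean over all tested compounds plus 3 SD, cut at about 30% in these data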;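 note: inhibitors block probe labeling of enzyme so polarization drops; 0% = enzyme with DMSO and 100% = wells lacking PAFAH2 protein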
# PREPL inh – PREPL enzyme inhibitors, primary screen, biochemical, fluorescence polarization; Prolyl endopeptidase-like (Homo sapiens), Q4J6C6; recombinant PREPL, fluorescence polarization activity-based probe; inhibition, % at 5.96 µM; 0.68% of 320,000 active; AID 2751, 2010; in the data active = inhibition above about 43%;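 note: 0% = enzyme with DMSO and 100% = wells lacking enzyme; many of its hits are not listed in these tables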
# PAD4 inh – human PAD4 inhibitors, primary screen, biochemical, fluorescence polarization, 1536-well format; Protein-arginine deiminase type-4 (Homo sapiens), Q9UM07; recombinant PAD4, RCA probe fluorescence polarization; inhibition, % at 6.36 µM; 0.41% of 330,000 active; AID 485272, 2010;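 active = percent inhibition above a cutoff equal to the mean of all tested compounds plus 3 SD, cut at about 15% in these data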;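 note: 0% = PAD4 with RCA probe and DMSO and 100% = probe without PAD4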
# ZTA DNA inh – blocks Epstein-Barr virus ZTA, an EBNA-1 counter-screen; ZTA-DNA binding, fluorescence polarization; inhibition, % at 11 µM; 0.15% of 320,000 active; AID 2234; in the data active = inhibition above about 33%
# Target sequence (P03206 whole entry, looked up): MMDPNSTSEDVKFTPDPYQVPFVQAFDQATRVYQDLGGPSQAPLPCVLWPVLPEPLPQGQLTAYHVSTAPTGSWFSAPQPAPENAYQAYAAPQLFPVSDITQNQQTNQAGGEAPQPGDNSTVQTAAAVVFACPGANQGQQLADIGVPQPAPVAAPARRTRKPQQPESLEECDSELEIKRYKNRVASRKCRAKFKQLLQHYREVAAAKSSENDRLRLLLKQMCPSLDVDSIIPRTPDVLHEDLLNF
# GSTO1 counter – inhibitors of recombinant GSTO1, primary screen, counter-screen for RBBP9 inhibitor project, biochemical, fluorescence polarization | activity-based probe fluorescence polarization | 1.1% of 300,000 active | inhibition, % at 5.96 µM;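 active = inhibition above the campaign mean inhibition plus 3 SD, cut at about 35% in these data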;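 note: 0% = GSTO1-1 with DMSO and 100% = wells lacking GSTO1-1 enzyme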
# Target sequence (P78417 whole entry, looked up): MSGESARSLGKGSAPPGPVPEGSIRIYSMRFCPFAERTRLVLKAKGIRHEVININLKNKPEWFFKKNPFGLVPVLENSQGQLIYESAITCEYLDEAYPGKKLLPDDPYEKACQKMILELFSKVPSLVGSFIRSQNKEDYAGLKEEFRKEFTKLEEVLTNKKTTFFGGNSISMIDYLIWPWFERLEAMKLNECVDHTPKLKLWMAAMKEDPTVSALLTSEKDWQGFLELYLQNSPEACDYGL
# Numbers without * were called inactive; . = no result given.
SMILES,EBNA-1 inh,LYPLA1 inh,PAFAH1B3 FP inh,LYPLA2 inh,PAFAH2 inh,PREPL inh,PAD4 inh,ZTA DNA inh,GSTO1 counter
O=C(O)CC(CC(=O)Nc1ccc(F)c(Cl)c1)c1ccc(Cl)cc1Cl (configuration not stated),-2,1,10,5,4,-10,6,-31,6
O=C(NCc1ccccc1)C1CCCN1S(=O)(=O)c1ccc(Cl)cc1 (configuration not stated),8,0,9,0,1,-5,1,8,2
COc1ccccc1C(=O)n1nc(-c2ccco2)nc1SC,-13,3,-5,1,5,-5,3,-23,10
CC1(N(O)/C=C2\C=CC=CC2=O)CCCCC1=O (configuration not stated),-9,3,5,6,3,12,-4,12,-2
COc1cc(Cn2nnc3ccccc32)ccc1O,-7,1,4,4,0,3,2,-1,0
CC(C)CNC(=S)N1CCN(c2nc3ccccc3s2)CC1,-3,-6,7,-8,1,0,0,4,20
O=C(Cn1nnc(-c2ccc([N+](=O)[O-])cc2)n1)NNC(=O)c1ccccc1,-6,-2,8,-1,5,14,0,0,-2
NNC(=O)CCN1CCN(Cc2ccccc2)CC1,-14,4,3,8,5,-1,-6,3,4
COc1ccc2oc(C(=O)CCC(=O)O)c(N)c2c1,0,3,-2,5,-5,4,4,-5,2
CCC1(C)Cc2c(sc3nnn(CC(=O)Nc4ccc(C)cc4)c(=O)c23)CO1 (configuration not stated),8,-4,-4,2,-11,-3,-6,0,4
Cc1cc(C)c[n+](-c2nc([O-])sc2C=O)c1,-1,1,9,-2,-5,-11,-6,-12,-4
CCOc1ccc(C(C)=O)cc1COC(=O)C(C)N=C1NS(=O)(=O)c2ccccc21 (configuration not stated),5,-4,-4,-6,-2,2,0,13,1
O=c1c2ccccc2nc2oc3ccccc3n12,6,1,10,0,13,3,-3,2,3
COc1ccc(NC(=O)CC2C(=O)N(c3ccc(Cl)cc3)C(=S)N2CCc2ccccn2)cc1 (configuration not stated),6,-8,-1,-5,0,-12,1,12,-3
CCCC(C)c1nnc(NC(=O)C2CC(=O)N(CCc3ccc(F)cc3)C2)s1 (configuration not stated),6,0,5,6,-2,1,-4,5,0

# Structures listed so far containing a Cl atom, in the order listed:
SMILES,EBNA-1 inh,LYPLA1 inh,PAFAH1B3 FP inh,LYPLA2 inh,PAFAH2 inh,PREPL inh,PAD4 inh,ZTA DNA inh,GSTO1 counter
O=C(O)CC(CC(=O)Nc1ccc(F)c(Cl)c1)c1ccc(Cl)cc1Cl (configuration not stated),-2,1,10,5,4,-10,6,-31,6
O=C(NCc1ccccc1)C1CCCN1S(=O)(=O)c1ccc(Cl)cc1 (configuration not stated),8,0,9,0,1,-5,1,8,2
COc1ccc(NC(=O)CC2C(=O)N(c3ccc(Cl)cc3)C(=S)N2CCc2ccccn2)cc1 (configuration not stated),6,-8,-1,-5,0,-12,1,12,-3

# The list continues.
SMILES,EBNA-1 inh,LYPLA1 inh,PAFAH1B3 FP inh,LYPLA2 inh,PAFAH2 inh,PREPL inh,PAD4 inh,ZTA DNA inh,GSTO1 counter
COC(=O)c1cc(OC)c(OC)cc1NC(=O)Nc1ccccc1F,7,5,.,4,.,10,1,-28,10
CCCSc1nc2[nH]ncc2c(=O)[nH]1,3,-1,-4,-2,-7,-2,-3,4,8
COc1cccc(CC(=O)Nc2cc(S(=O)(=O)N3CCCCC3)ccc2C)c1,.,0,6,2,-4,5,5,-5,.
COc1ccccc1CNC(=O)c1cc(-c2ccccc2C)nn1CC1CC(c2cccnc2)=NO1 (configuration not stated),.,-2,-5,-4,-3,-2,0,-4,.
N#Cc1cc[n+](CC(=O)c2ccc(NC(=O)c3ccccc3)cc2)cc1,0,-5,2,-5,-13,19,-9,-9,-9
Cc1cc(C)c(C(=O)COC(=O)c2c(C)noc2C)cc1C,.,-3,-2,0,-2,8,-3,-4,.
O=C1OC(/C=C/c2ccccc2)=NC/1=C\c1cccnc1,-1,-5,0,-2,-3,4,-3,-10,2
O=C1CSc2ccc(C(=O)N3CCN(c4ccccn4)CC3)cc2N1,-9,1,6,2,10,27,-7,17,2
CCN(C(=O)C(=O)c1c[nH]c2ccccc12)c1ccccc1,1,-1,0,4,3,-1,1,5,9
CCn1ccnc1CN(C)C(=O)c1ccc2nc(Cc3ccc(OC)cc3)oc2c1,2,5,-2,6,-2,11,1,7,1
CCOC(=O)c1c(C(=O)OCC)c(C)n(CCc2ccccc2)c1C,1,1,4,-2,0,-1,-8,-8,0
CN1/C(=C\C=Nc2ccc3ccccc3c2)C(C)(C)c2ccccc21,-11,-4,1,-3,8,42,-5,8,7
COc1ccc(N2CCN(C(=O)CCNC(=O)c3ccccc3)CC2)cc1,4,2,1,3,-1,12,3,-17,6
COc1ccccc1NC(c1cccnc1)c1ccc2cccnc2c1O (configuration not stated),-9,1,10,4,-11,22,0,3,0
COc1cccc(C(C(=O)NC2CCCC2)N(CCC(C)C)C(=O)CCC(=O)Nc2cc(C)on2)c1 (configuration not stated),18,1,6,3,0,1,-3,2,-1
C=CCOc1c(Br)cc(CNn2c(C)n[nH]c2=S)cc1OC,-16,4,1,2,4,15,3,-1,6
CN1CCN(c2ccc(S(=O)(=O)N3CCOCC3)cc2NC(=O)CC(C)(C)C)CC1,.,-3,3,2,3,4,1,-2,.
COc1ccc(NC(=O)CN(c2ccccc2)S(=O)(=O)N(C)C)cc1Cl,-4,1,3,8,0,-17,2,0,4
CCN(CC)/C(N)=N/c1nc(C)cc(C)n1,12,-4,0,3,-4,-4,-1,15,7
Cc1ccc2c(c1)N(S(=O)(=O)c1ccc(F)cc1)C(C(C)(C)C)CO2 (configuration not stated),6,-3,2,-2,-2,0,-7,-2,7
COc1ccc2c(c1)c(CC(=O)Nc1cccc(S(N)(=O)=O)c1)c(C)n2C(=O)c1ccc(Cl)cc1,37*,-30,-8,-33,-9,-33,-9,-20,-17
CCC(C)Sc1ccc([C@H]2N[C@@](Cc3ccccc3)(C(=O)OC)[C@H]3C(=O)N(CC)C(=O)[C@@H]23)cc1OC (some centres not stated),5,0,1,-1,4,0,-4,-19,-7
C=CCC(NC(=O)Cc1ccccc1)C(=O)NCCC (configuration not stated),.,-1,-3,2,-3,4,0,-14,.
CC(=O)N(CCN(C(C)=O)c1ccccc1)c1ccccc1,-17,1,7,4,0,17,-7,-25,0
COc1ccc(C(=O)OC(C(=O)c2ccccc2)c2ccccc2)cc1 (configuration not stated),1,-4,2,-6,2,-11,0,15,-8
COCCn1c(SCC(=O)Nc2cccc(S(N)(=O)=O)c2)nc2ccccc21,2,-1,0,3,-1,2,0,11,10
CCc1cc2c(NCC(=O)O)ncnc2s1,0,0,3,0,-6,13,-1,-10,-2
C=CCn1c(SCC(=O)Nc2ccc3c(c2)OCO3)nnc1-c1ccccc1O,-9,0,3,2,-6,-1,-3,-3,4
CC1(c2ccc3noc(-c4ccc(Cl)cc4)c3c2)OCCO1,5,-6,6,2,-13,4,-2,3,0
O=C(N1CCCC1)n1c(Cc2ccccc2)nc2ccccc21,1,2,-6,-3,2,-10,-4,-1,2
COc1cc(Cl)ccc1NC(=S)N(CCCN1CCOCC1)Cc1cn(C)c2ccccc12,-13,-1,2,-1,-7,9,1,-6,0
CCOC(=O)c1sc2ncn(C(CC)C(=O)OC)c(=O)c2c1C (configuration not stated),-3,0,11,10,0,-1,0,-15,-1
COc1ccc(OC)c(NC(=O)COC(=O)/C=C/c2c(C)nn(C3CCS(=O)(=O)C3)c2Cl)c1 (configuration not stated),4,1,0,3,5,7,-1,12,3
Cc1ccc(-c2ccc(CCC(=O)O)n2CC(=O)O)cc1,2,2,0,0,2,-6,2,5,1
COc1ccc(C)cc1S(=O)(=O)N1CCN(S(=O)(=O)c2cc(C(=O)O)ccc2C)CC1,-9,3,14,4,5,9,0,-4,7
O=C(NCCOC12CC3CC(CC(C3)C1)C2)c1cccc(Br)c1,10,-2,-5,-8,-3,20,-4,6,-5
Cc1ccc2c(c1)C1CN(C)CCC1N2S(=O)(=O)c1cccc(C(F)(F)F)c1 (configuration not stated),.,1,3,0,5,-58,-5,18,.
O=C(NCc1ccc(F)cc1)C1CCCN(S(=O)(=O)c2cccc3nonc23)C1 (configuration not stated),-2,-6,8,-1,2,7,3,1,5
COc1cccc(/C=N\NS(=O)(=O)c2ccccc2)c1OC,6,-1,2,0,0,1,-8,8,3
CS(=O)(=O)N1CCCC(C(=O)c2cccc(Cl)c2)C1 (configuration not stated),-10,2,-2,2,1,0,0,0,10
COC(=O)c1cc(Oc2ccc(S(=O)(=O)N3CCOCC3)cc2[N+](=O)[O-])cc(C(=O)OC)c1,.,2,6,4,0,2,5,9,.
O=C(c1cc(-c2cccs2)nc2ccccc12)N1CCN(c2ccccc2O)CC1,-6,-3,8,-4,10,-52,-2,-12,-1
CCN(CCNC(=O)C1CC(=O)N(CCc2ccccc2)C1)c1ccccc1 (configuration not stated),-25,0,-1,-6,2,4,0,-17,-14
CN(C(=O)COC(=O)C12CC3CC(CC(Cl)(C3)C1)C2)C1(C#N)CCCCC1,.,0,5,-4,6,7,3,-12,.
O=C(Nc1ccccc1N1CCOCC1)c1ccc(S(=O)(=O)NCc2ccco2)cc1,7,2,4,5,3,2,-2,12,5
COC(=O)c1c(NC(=O)CN2C(=O)NC3(CCC(C(C)(C)C)CC3)C2=O)sc2c1CCCCC2 (configuration not stated),-3,1,8,4,-5,-1,0,-9,-3
Cc1cc(NC(=O)CSc2ncc(CO)n2Cc2ccc(F)cc2)no1,8,0,1,6,0,4,4,14,8
COc1ccc(C2C(C(=O)Nc3cccnc3)=C(C)Nc3nc(-c4ccco4)nn32)cc1 (configuration not stated),-1,0,7,-12,3,0,-3,11,5
Cc1ccc(NC(=O)CN(C)C(=O)c2ccc(S(=O)(=O)N(C)c3ccccc3)cc2)cc1,12,2,3,9,3,14,6,6,-2
c1ccc(N2CCN(c3cnccn3)CC2)nc1,-2,2,4,1,-5,-5,2,-21,5
COc1ccc(CNC(=O)[C@H](C)N2C(=O)N3CCc4c([nH]c5ccccc45)[C@@]3(C)C2=O)cc1OC,0,0,8,-2,11,0,6,-3,6
COc1ccc(OC)c(NC2c3ccccc3C(=O)N2Cc2ccc3c(c2)OCO3)c1 (configuration not stated),5,0,12,2,9,6,-3,8,3
CNC(=O)C1CC(=O)N(c2ccc(OCC(=O)Nc3ccc(OC)cc3)cc2)C1 (configuration not stated),.,1,4,9,1,3,2,-10,.
COc1ccc(Br)c(-c2nc(CS(=O)(=O)c3ccc(F)cc3)no2)c1,6,-3,0,1,6,-6,2,7,5
CCn1c(Cn2nnc(-c3ccccc3)n2)nnc1SCC(=O)Nc1cccc(C(C)=O)c1,-1,-2,7,4,-6,-1,6,5,1
O=C(COC(=O)c1ccccc1C(=O)c1ccccc1)NCCc1ccc(Cl)cc1Cl,-6,-3,7,-5,71*,5,3,3,4
CC1CCN(CC(=O)Nc2ccccc2C#N)CC1,12,-1,0,-7,-6,-2,-4,11,1
COc1ccc(CNC(=O)c2cnc3cc(C)ccn3c2=O)cc1,6,-1,15,7,1,16,-4,4,1
COc1ccc(NS(=O)(=O)c2ccc(NC(=S)NC(=O)c3ccc(F)cc3)cc2)nn1,-5,4,13,0,1,28,-4,-16,0
Cc1cccc(C(=O)OCC(=O)N2CCCCCC2)c1O,.,-1,0,4,3,25,2,-15,.

# Source: PubChem BioAssay (The Scripps Research Institute Molecular Screening Center)

# This is a subset, so the mix of outcomes need not match the whole.
